# High-throughput results: PubChem, MTDP
# RNase H inhibition: RNase H inhibition, HIV 1 Gag Pol polyprotein, FRET biochemical assay, screening (AID 372); HIV-1 RT RNase H, FRET RNA/DNA substrate fluorescence; higher % means a stronger effect; one-dose inhibition, % at 10 µM; IC50 in µM for titrated hits; actives 0.77% (n = 100,000); in the data active means inhibition above about 50%
# * marks the source's active call; other numbers are inactive results. Only part of the results is shown; rates above refer to the full screens.
SMILES,RNase H inhibition
COCCNC(=S)NC(=O)c1ccccc1,0.0%
O=C(N/N=C/c1ccc(-c2ccc(Cl)cc2Cl)o1)c1ccccc1,15.0%
O=C(/C=C/c1ccc(Cl)cc1Cl)Nc1ccc(Br)cc1F,10.0%
O=C(COc1ccccc1)Nc1ccc(Cl)cn1,0.0%
O=C(CNc1ccc(Cl)cc1Br)NN=C1CCCCCCC1,14.0%
CC(=O)N(C)c1ccc(NC(=O)C(Sc2ccccc2)c2ccccc2)cc1 (stereo not given),19.0%
NC(=O)C1CCN(C(=O)c2cnn(-c3ccccc3)c2NC(=O)c2ccco2)CC1,4.0%
COc1ccc(C2SCCN2S(=O)(=O)c2ccc(Br)cc2)cc1[N+](=O)[O-] (stereo not given),15.0%
C/C(=N/N=C1\NC(=O)C(C)S1)c1ccc(Cl)cc1 (stereo not given),8.0%
O=C(c1cccnc1)N1CCN(C(=O)c2ccccc2F)CC1,5.0%
CCc1cccc(C)c1N1C(=O)C=C(Br)C1=O,32.0%
COc1ccccc1NC(=O)c1ccccc1NC(=O)c1ccc(C)cc1,4.0%
CC1(C)CC(=O)C2=C(C1)c1c(ccc3ccccc13)NC2c1cccc2ccccc12 (stereo not given),14.0%
O=C(Nc1ccc(C(=O)Nc2cccc3ccccc23)cc1)c1ccc(Cl)cc1,7.0%
CC(=O)N1CCN(c2ccc([N+](=O)[O-])c(N)c2)CC1,2.0%
CN1C(=O)/C(=C2/SC(=O)N(c3cccc(Cl)c3)C2=S)c2ccccc21,9.0%
O=C1c2ccc(Oc3cccc([N+](=O)[O-])c3)cc2C(=O)N1c1ccc(Cl)cn1,7.0%
Cc1ccc(-c2nn(-c3ccccc3)cc2/C=N/NC(N)=O)cc1,40.0%
COC(=O)c1ccc(NC(=O)c2ccc(C)c([N+](=O)[O-])c2)cc1,9.0%
CC(=O)C1=C(O)C(=O)N(C)C1c1ccccc1F (stereo not given),1.0%
COc1ccc(OCCOc2c(Cl)cc(C=C3C(=O)NC(=S)NC3=O)cc2OC)cc1,11.0%
O=[N+]([O-])c1ccc(C=Nc2cc(Cl)cc(Cl)c2)cc1,18.0%
CCOC(=O)C1=C(C)N=c2s/c(=C\c3ccc(N(C)C)cc3)c(=O)n2C1c1ccccc1F (stereo not given),3.0%
O=C(Nc1cccc(NC(=S)NC(=O)c2ccccc2F)c1)c1ccccc1,10.0%
CCn1c2ccccc2c2ccc(-c3nn(-c4ccccc4)cc3C=O)cc21,11.0%

# Another view of part of the listing above.
mol	RNase H inhibition
O=C(Nc1cccc(NC(=S)NC(=O)c2ccccc2F)c1)c1ccccc1	10.0%
CCOC(=O)C1=C(C)N=c2s/c(=C\c3ccc(N(C)C)cc3)c(=O)n2C1c1ccccc1F (stereo not given)	3.0%
COCCNC(=S)NC(=O)c1ccccc1	0.0%
O=C(COc1ccccc1)Nc1ccc(Cl)cn1	0.0%
Cc1ccc(-c2nn(-c3ccccc3)cc2/C=N/NC(N)=O)cc1	40.0%
COc1ccc(OCCOc2c(Cl)cc(C=C3C(=O)NC(=S)NC3=O)cc2OC)cc1	11.0%
O=C(c1cccnc1)N1CCN(C(=O)c2ccccc2F)CC1	5.0%

# Single values from the results shown:
# RNase H inhibition, COC(=O)c1ccc(NC(=O)c2ccc(C)c([N+](=O)[O-])c2)cc1 reads 9.0%
# RNase H inhibition, CC(=O)N(C)c1ccc(NC(=O)C(Sc2ccccc2)c2ccccc2)cc1 (stereo not given) reads 19.0%

# The list goes on:
SMILES,RNase H inhibition
O=C(NCCCn1ccnc1)c1cnn2c1NC(c1cccs1)CC2C(F)(F)F (stereo not given),7.0%
COc1ccc(COC(=O)C2=C(C)NC(=O)NC2c2ccccc2F)cc1 (stereo not given),14.0%
CC(=O)N(Cc1ccc2c(c1)OCO2)C1CC(=O)N(c2ccccc2)C1=O (stereo not given),12.0%
Cc1ccc(O)c(C=Nc2cccc3nsnc23)c1,17.0%
COc1ccc(OC)c(NC(=O)c2cc3cc(Br)ccc3oc2=O)c1,3.0%
CCOC(=O)C1=C(C)N=c2s/c(=C/c3ccc(-c4ccc(Br)cc4)o3)c(=O)n2C1c1ccccc1OC (stereo not given),5.0%
Cc1ccc(C)c(NN=C(C#N)C#N)c1,10.0%
O=C1c2ccccc2C(O)(c2ccc(Cl)cc2)N1c1ccccc1 (stereo not given),15.0%
COc1cc(C2OCC3(CCC4(COC(c5ccc(O)c(OC)c5)OC4)C3=O)CO2)ccc1O (stereo not given),3.0%
CCOc1ccccc1N(CC(=O)Nc1ccccc1CC)S(=O)(=O)c1ccccc1,12.0%
O=C(Nc1ccc(C(O)(C(F)(F)F)C(F)(F)F)cc1)C(F)(F)F,5.0%
O=C1CC(c2cccc(F)c2)c2ccc3ccccc3c2N1 (stereo not given),20.0%
O=C(Nc1cccc(C(F)(F)F)c1)C(=O)NC1CCCCC1,15.0%
Cc1[nH]n(-c2ccccc2)c(=O)c1C1Nc2ccccc2-c2nnc(SCc3ccccc3)nc2O1 (stereo not given),22.0%
Nc1ccc(Sc2nc3ccccc3[nH]2)c(Cl)c1,9.0%
C=CCc1ccc(OCCCCOc2ccc(C)cc2[N+](=O)[O-])c(OC)c1,9.0%
N#C/C(=C\c1ccco1)C(=O)Nc1ccc(F)cc1,6.0%
O=C(NC(NC(=S)Nc1ccccc1[N+](=O)[O-])C(Cl)(Cl)Cl)c1ccco1 (stereo not given),13.0%
CCOC(=O)c1c(NC(=S)Nc2ccccc2)sc2c1CCN(C)C2,14.0%
Cn1c(=O)c2c(nc(SCC(=O)O)n2C)n(C)c1=O,8.0%
COc1ccc(C(=O)/C=C/c2ccc(-c3cccc(Cl)c3)o2)cc1,15.0%
O=C(NCCOc1ccccc1F)c1ccccc1SCc1ccc(F)cc1,7.0%
C(=N\N1CCN(c2ccccn2)CC1)/c1ccc2c(c1)OCO2,12.0%
CC1=C(C(=O)OCC2CCCO2)C(c2cccc([N+](=O)[O-])c2)C2=C(CC(c3cccs3)CC2=O)N1 (stereo not given),16.0%
CC(Sc1ccccc1)C(=O)Nc1ccc(I)cc1 (stereo not given),18.0%
SMILES,RNase H inhibition
CC1(C)Cc2c(sc3nc(SCc4ccccc4)n(CCc4ccccc4)c(=O)c23)CO1,3.0%
Cc1c(N=Cc2cccc3ccccc23)c(=O)n(-c2ccccc2)n1C,12.0%
COc1cc(C(=O)Nc2ccc3oc(-c4cccc(C)c4)nc3c2)cc(OC)c1OC,0.0%
NC1=NC(=O)C(Cc2ccccc2)S1 (stereo not given),0.0%
CCc1c(C)nc2c(Cl)cccc2c1SCC(=O)O,0.0%
CCOC(=O)CSc1nc2sc3c(c2c(=O)n1-c1ccc(OC)cc1)CCc1ccccc1-3,0.0%
O=C(N/N=C/c1ccccc1[N+](=O)[O-])C(=O)Nc1cccc2ccccc12,2.0%
CC1CC(Nc2ccccc2)c2ccccc2N1C(=O)c1ccccc1 (stereo not given),10.0%
COc1ccc(NC(=S)NC(=O)c2ccc(OC)c(OC)c2)cc1,6.0%
O=C(c1cccc(C#Cc2ccccc2)c1)N1CCN(C/C=C/c2ccccc2)CC1,9.0%
Cc1sc2nc(SCC(N)=O)[nH]c(=O)c2c1C,0.0%
O=C(c1ccc(N2CCN(C(=O)c3ccccc3)CC2)cc1)c1cccc(F)c1,9.0%
CSc1nnc2c(n1)OC(c1cc(O)ccc1Cl)Nc1ccccc1-2 (stereo not given),10.0%
Cc1ccc(-c2nnc(NC(=O)c3cccs3)s2)cc1,9.0%
COc1cc(/C=C/C(=O)c2ccccc2)ccc1OC(=O)c1cccc([N+](=O)[O-])c1,8.0%
COc1cc(Cl)cc(/C=N/NC(=O)/C(=C\c2ccc3c(c2)OCO3)NC(=O)c2ccccc2)c1O,18.0%
C[C@@H]1O[C@@H](Nc2cccc([N+](=O)[O-])c2)[C@H](O)[C@H](O)[C@H]1O,0.0%
N#CCCn1cc(/C=C2/NC(=S)N(c3ccc(-c4ccccc4)cc3)C2=O)c(-c2ccccc2)n1,31.0%
COc1ccc(NC(=O)Nc2ccc(I)cc2)cc1,1.0%
COc1cc(C(=O)Nc2sc3c(c2C(N)=O)CCCCC3)cc(OC)c1OC,8.0%
Cc1csc(-c2cc3ccc(O)c(CN4CC5(C)CC4CC(C)(C)C5)c3oc2=O)n1 (stereo not given),0.0%
COc1cc(C(=O)N/C(=C/c2ccccc2)C(=O)O)cc(OC)c1OC,0.0%
CCOC(=O)C1=C(C)N=c2s/c(=C\c3ccc(OCc4ccc(Cl)cc4)c(OCC)c3)c(=O)n2C1c1ccc(OC)c(OC)c1 (stereo not given),8.0%
COc1cccc(/C=C2\N=C(SC)SC2=O)c1OCc1ccccc1,26.0%
COc1ccc(C2(CNC(=O)c3cc4ccccc4o3)CCCC2)cc1OC,0.0%
SMILES,RNase H inhibition
COc1cc(/C=N/n2cnnc2)c([N+](=O)[O-])cc1OCCC(C)C,4.0%
O=C(CCN1C(=O)/C(=C/c2ccccc2)SC1=S)Nc1ncc(Cc2ccccc2Cl)s1,12.0%
C=CCOc1c(Cl)cc(/C=C2\SC(=O)N(c3ccccc3)C2=O)cc1Cl,9.0%
O=C1c2ccccc2C(=O)C1(Nc1ccc2c(c1)oc1ccccc12)c1ccccc1,5.0%
O=C1c2ccccc2C(=O)N1C/C=C/CN1C(=O)c2ccccc2C1=O,0.0%
CCCCOc1ccc(NC(=O)C2CC=CCC2C(=O)O)cc1 (stereo not given),6.0%
O=C(N/N=C/c1ccc(O)cc1)c1cnccn1,0.0%
COC(=O)C1=C(C)N(CC(C)C)C(=O)/C1=C\c1ccc(OC)cc1,2.0%
CCOCCOC(=O)C1=C(C)NC2=C(C(=O)CC(c3ccc(OC)cc3)C2)C1c1cccnc1 (stereo not given),0.0%
COc1ccc2nc(Sc3c([N+](=O)[O-])nc(C)n3Cc3ccccc3)[nH]c2c1,0.0%
NC(=O)NC(c1ccccc1)c1cccnc1 (stereo not given),6.0%
O=C1NC(=S)S/C1=C/C=C/C=C/c1ccc([N+](=O)[O-])cc1,13.0%
CCN1C(=O)/C(=C/c2ccc(OC(=O)c3cccc(C)c3)c(OC)c2)SC1=S,3.0%
CCOC(=O)COc1ccccc1/C=N/NC(=O)COc1cc(C(C)C)ccc1C,15.0%
C=CCN1C(=O)/C(=C\c2cc(Cl)c(OCc3ccccc3F)c(OC)c2)SC1=S,0.0%
CC(NS(=O)(=O)c1ccc(Cl)cc1)c1ccccc1 (stereo not given),6.0%
Cc1ccc2oc(-c3cccc(NC(=O)/C=C/c4ccccc4)c3C)nc2c1,6.0%
COc1ccc(C2=N/C(=C/c3ccccc3F)C(=O)N2c2ccccc2)cc1,10.0%
O=C(c1cccs1)N1CCN(Cc2cccc(F)c2)CC1,0.0%
Cc1cc([N+](=O)[O-])ccc1NC(=O)c1cccc(Cl)c1,21.0%
O=C(Nc1cccc(Cl)c1Cl)c1ccc(Cl)c([N+](=O)[O-])c1,5.0%
O=C1C(Cl)=C(N2CCCCC2)C(=O)N1c1ccc(Cl)cc1Cl,20.0%
Cc1ccn2c(-c3csc(Nc4cccc(O)c4)n3)c(C)nc2c1,28.0%
O=C(COc1ccc(Cl)cc1)NCc1ccccn1,9.0%
N#CC1=C(N)SC(N)=C(C#N)C1c1ccccc1I,22.0%

# Reprinted at random: 4 entries already listed
SMILES,RNase H inhibition
COc1cc(/C=N/n2cnnc2)c([N+](=O)[O-])cc1OCCC(C)C,4.0%
CC(NS(=O)(=O)c1ccc(Cl)cc1)c1ccccc1 (stereo not given),6.0%
O=C(c1cccs1)N1CCN(Cc2cccc(F)c2)CC1,0.0%
CCN1C(=O)/C(=C/c2ccc(OC(=O)c3cccc(C)c3)c(OC)c2)SC1=S,3.0%

# Next entries:
SMILES,RNase H inhibition
COc1ccc2nc(NC(=O)c3cc4ccccc4cc3OC)sc2c1,10.0%
CCOC(=O)C1=C(C)N=c2s/c(=C\c3ccc(Br)o3)c(=O)n2C1c1ccc(OC)cc1 (stereo not given),14.0%
COc1cccc(N2C(=O)NC(=O)/C(=C/c3ccc(OC)c4ccccc34)C2=O)c1,31.0%
CCOC(=O)C1=C(C)OC(N)=C(C#N)C1c1ccc(OC)cc1OC (stereo not given),0.0%
O=C(Cc1ccc(F)cc1)Nc1nc2ccccc2s1,13.0%
CCN(CC)c1ccc(/C=C2/C(=O)NN(c3ccc(C)c(Cl)c3)C2=O)c(O)c1,11.0%
CCOc1ccc(NC(=O)C(=O)NCc2ccc(C)cc2)cc1,0.0%
Cc1ccc(OCC(=O)N/N=C\c2ccc[nH]2)cc1,8.0%
c1ccc(Oc2nc3ccccc3s2)cc1,2.0%
Cc1ccc(N(CC(=O)NCCSc2ccccn2)S(=O)(=O)c2ccc(F)cc2)cc1,4.0%
COc1ccc(C(=O)/C=C\NCC(=O)c2ccccc2)c(OC)c1,5.0%
Cc1cc(NCCCCO)n2c(nc3ccccc32)c1C#N,9.0%
O=C(O)CCCCCN1C(=O)C(O)=C(C(=O)/C=C/c2ccccc2)C1c1ccccc1Cl (stereo not given),6.0%
CCCCC(NC(=O)c1ccccc1Cl)C(=O)O (stereo not given),0.0%
O=C(NCC1CCCO1)c1cc2nc(-c3ccc(Cl)cc3)cc(C(F)(F)F)n2n1 (stereo not given),8.0%
N#Cc1ccccc1N=Cc1ccc2ccccc2c1,41.0%
O=C(Nc1nccs1)c1sc2ccccc2c1Cl,7.0%
CCOc1ccc(N(CC(=O)Nc2ccc3c(c2)OCO3)S(C)(=O)=O)cc1,0.0%
OC(Cn1c(Cc2ccccc2)nc2ccccc21)Cn1c2ccc(Cl)cc2c2cc(Cl)ccc21 (stereo not given),15.0%
COc1ccc(CCNC(=O)/C=C/c2cccc([N+](=O)[O-])c2)cc1,11.0%
CC1(C)CC(=O)C(CC(=O)Nc2cccc3ccccc23)=C(O)C1,0.0%
COCCNC(=O)C(=O)Nc1ccccc1OC,0.0%
COC(=O)C(=C/C=C/N(C1CCCCC1)C1CCCCC1)C(=O)OC,24.0%
Cc1c(-c2ccccc2)nc2sc3c(c2c1N)CCCC3,16.0%
CC1CC(Nc2ccccc2)c2ccccc2N1C(=O)NC1CCCCC1 (stereo not given),24.0%
O=C(CC1SC(=O)NC1=O)Nc1ccc(C(=O)O)cc1 (stereo not given),0.0%
COc1cc(C(=O)NC(=S)Nc2ccc(O)c(-c3nc4ccccc4s3)c2)cc(OC)c1OC,15.0%
COC(=O)c1ccc(N2C(=O)c3ccc(OC)c(OC)c3C2=O)cc1,2.0%
O=C(Cc1ccc(Br)cc1)Nc1ncc(S(=O)(=O)c2ccc([N+](=O)[O-])cc2)s1,24.0%
